# NPY-Y2 antag = antagonists of human neuropeptide Y receptor Y2 | P49146 | NPY-Y2 expressing cells, antagonist mode | inhibition, % at 2.7 µM | 0.99% of 140,000 active | AID 793; in the data active means inhibition above about 17%;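 further: 0% = vehicle with agonist challenge and 100% = reference antagonist with challenge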
# Target sequence (P49146 whole entry, looked up): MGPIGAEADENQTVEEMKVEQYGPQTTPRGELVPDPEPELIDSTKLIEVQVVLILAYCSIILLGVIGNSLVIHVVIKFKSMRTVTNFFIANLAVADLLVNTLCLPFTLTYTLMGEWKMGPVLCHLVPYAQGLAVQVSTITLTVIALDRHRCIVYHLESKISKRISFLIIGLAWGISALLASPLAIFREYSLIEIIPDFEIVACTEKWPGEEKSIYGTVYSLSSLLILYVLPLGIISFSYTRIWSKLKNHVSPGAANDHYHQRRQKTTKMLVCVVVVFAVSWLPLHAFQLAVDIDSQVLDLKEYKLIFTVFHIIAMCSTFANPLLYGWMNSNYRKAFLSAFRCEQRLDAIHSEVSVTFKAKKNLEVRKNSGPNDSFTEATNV
# HCT116 PTEN-null = growth suppressors of cells with PTEN tumor suppressor deletion. HCT116 PTEN-null viability, CellTiter-Glo, 60 h; active compounds read low. viability, % at 10 µM. 1.2% of 140,000 active;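 active means viability at or below a set limit, 4 SD under the median of all tested compounds, cut at about 3.7% in these data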;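 further: PTEN knockout HCT116 line with beta catenin targeted HCT116 as companion control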
# GALR2 blocker = blocks the human galanin receptor 2 | AID 828 | GALR2-expressing cells, antagonist mode | 0.39% of 140,000 active | inhibition, % at 4 µM | O43603; in the data active means inhibition above about 27%;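 further: cells stimulated with galanin 1-16 at roughly its EC80; 0% = agonist challenge control and 100% = basal control without agonist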
# Target sequence (O43603 whole entry, looked up): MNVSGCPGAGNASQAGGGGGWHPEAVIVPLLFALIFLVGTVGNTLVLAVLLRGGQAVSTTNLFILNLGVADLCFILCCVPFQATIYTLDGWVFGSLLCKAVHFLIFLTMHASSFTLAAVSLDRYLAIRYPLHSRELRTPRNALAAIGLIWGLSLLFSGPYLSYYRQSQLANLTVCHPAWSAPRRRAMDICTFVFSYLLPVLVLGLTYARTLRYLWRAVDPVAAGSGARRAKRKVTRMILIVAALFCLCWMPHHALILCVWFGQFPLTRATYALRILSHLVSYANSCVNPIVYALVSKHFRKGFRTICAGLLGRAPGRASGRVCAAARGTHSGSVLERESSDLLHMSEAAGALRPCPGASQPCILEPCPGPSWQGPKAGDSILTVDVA
# Yeast life ext = yeast lifespan extension. inhibition of the nicotinamide effect, % at 10 µM. S. cerevisiae growth with nicotinamide, OD615; deaD strain in restrictive glucose medium. 0.68% of 130,000 active. AID 775;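 active means inhibition above a set limit, placed 3 SD over the median of all compounds, cut at about 26% in these data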;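 further: 0% = nicotinamide-treated wells and 100% = cells grown without nicotinamide; some compounds called inactive have numbers as strong as hits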
#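 Assay system: engineered S. cerevisiae DeaD replicative-lifespan strain, galactose-grown log-phase cells; Buffer or medium: CSMM-D glucose medium, restrictive; Probe or stimulus: nicotinamide 1.5 mM; Compound: single dose 10 µM compound, 0.25% DMSO; Schedule: 4 h preincubation then 48 h treatment at 30 °C; Technique: OD615 measurement.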
# E-sel TNF inh = TNF alpha driven E-selectin expression inhibition; 0.71% of 120,000 active; HUVEC TNFa-induced E-selectin immunofluorescence, high content; AID 1246; inhibition, % at 2 µM;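 active means inhibition above the batch mean plus 3 SD, and confirmed as a hit on visual image review, cut at about 43% in these data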;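 further: 0% = TNF-stimulated DMSO wells and 100% = unstimulated control wells; not every result past the cut was called active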
# BB579 growth dn = yeast BB579 growth reduction in restrictive medium. inhibition, % at 10 µM. AID 804. 0.51% of 140,000 active. S. cerevisiae BB579 growth, OD615, 48 h;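 active means inhibition above a set limit, 3 SD over the mean compound inhibition, cut at about 44% in these data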; further: inactives centre near -24
#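 test system = yeast BB579 (DeaD) | buffer or medium = restrictive CSMM-D medium | doses = single compound dose of 10 µM, 0.25% DMSO final | times = 4 h preincubation and 48 h exposure at 30 °C | technique = culture absorbance at 615 nm | benchmarks = amphotericin B 10 µg/mL, positive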
# Phagocyt inh = blocks phagocytosis by macrophages; 0.07% of 110,000 active; J774A.1 macrophage IgG-bead phagocytosis, imaging; inhibition, % at 5 µM;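 active means inhibition above the mean of the plate negative controls plus 5 SD, cut at about 13% in these data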;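 further: phagocytic index as fraction of beads internalized from green versus red external bead signal; plate controls were DMSO negative control for no effect and cytochalasin-D positive control for full effect; some results beyond the cut were filed as inactive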
# Measles CPE = protection of cells from measles virus | Measles virus-infected cells, CPE protection, absorbance | protection (pct of control), % at 4 µM | 1.5% of 140,000 active | AID 841; in the data active means protection mostly above about 24%, no sharp cut-off; inactive means mostly below about 26%; further: some compounds called inactive have numbers as strong as hits
# MRP-1 activ = activates MRP-1. H69AR cells + doxorubicin, viability rescue, CellTiter-Glo. viability increase, % at 10 µM. 0.61% of 140,000 active. AID 799;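 active means viability gain under doxorubicin at or above a set limit, the compound median plus 3 SD, cut at about 4.7% in these data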;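 further: MRP-1 overexpressing cells given doxorubicin 25 µM after compound pretreatment; 18-22 h compound pretreatment then 72 h with doxorubicin before readout; 0% = doxorubicin-only wells and 100% = vehicle-treated cells without doxorubicin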
# HCT116 bCat-KO = beta-catenin-lacking colon tumor cell growth suppression | HCT116 beta-catenin knockout viability, CellTiter-Glo, 60 h; active compounds read low | viability, % at 10 µM | 1.5% of 140,000 active;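 active means viability at or under a set limit, the compound median less 4 SD, cut at about 6% in these data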;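 further: 0% = Hyamine 1622 control at 20 µM and 100% = untreated cell control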
# The depositor's hits bear a star; / = no result given.
SMILES,NPY-Y2 antag,HCT116 PTEN-null,GALR2 blocker,Yeast life ext,E-sel TNF inh,BB579 growth dn,Phagocyt inh,Measles CPE,MRP-1 activ,HCT116 bCat-KO
O=c1cc(N2CCCCC2)c(-c2ccccc2)nn1Cc1ccccc1Cl,-0.1,75.6,-2.5,-6.3,-19.6,-5.0,/,21.3,-5.2,73.1
O=C(NC1CCCCC1)C(c1cccs1)N(Cc1cccs1)C(=O)c1ccco1 (centres undefined),10.8,75.0,1.8,-5.0,35.8,-29.2,-3.7,38.0,-1.6,75.7
COc1ccc(Cn2nnnc2CN(Cc2cc3ccc(C)cc3[nH]c2=O)C2CCCC2)cc1,-1.4,81.6,-14.7,3.8,/,-52.3,-1.1,19.4,-2.1,84.2
O=C(C1CCN(S(=O)(=O)Cc2ccccc2)CC1)N1CCN(c2ncccn2)CC1,0.9,110.6,-4.1,-1.3,-13.2,-14.2,0.6,28.7,-1.2,88.7
O=C(Nc1ccccc1)N(CCN1CCOCC1)Cc1cccc(Cl)c1,2.0,92.0,-8.7,-7.2,4.0,-47.5,-0.5,13.7,-0.7,81.4
COc1cccc(C2=Nc3cccc4cccc(c34)N2)c1,0.7,90.7,21.1,-8.0,/,-37.4,/,2.9,-0.4,82.0
CN(C)/C=N/c1cc(=O)n(C)c(=O)n1CC1CC1,-0.6,97.0,0.7,4.4,0.2,-9.9,/,6.2,-1.5,102.4
O=C(CN1C(=O)C2(OCCO2)c2ccccc21)c1ccc(F)cc1,4.2,99.1,-4.8,3.0,-5.6,-34.8,1.7,7.4,-3.5,91.3
Cc1nn(CC(=O)NCC2CCCO2)c(=O)c2ccccc12 (centres undefined),1.5,96.4,2.3,-7.0,/,-51.3,-0.7,19.0,0.1,94.7
CN1C(=S)SC(N(O)C=C2C=CC(=O)C=C2)C1(C)C (centres undefined),6.9,103.3,-5.2,-10.5,5.9,-43.7,-0.2,16.6,0.5,102.8
N/C(Cc1cccc2ccccc12)=N\OC(=O)c1cccs1,1.9,78.4,8.1,-1.1,-9.9,-45.8,0.2,4.7,-4.6,72.3
COc1ccccc1CNc1cc(-c2ccccc2)ccc1OC,1.4,87.9,-5.9,-4.0,/,-10.8,-10.3,13.1,-1.9,77.9
Cc1ccc(-c2noc(C3CCN(S(C)(=O)=O)CC3)n2)o1,1.9,101.4,16.0,-5.4,0.1,4.5,-0.5,7.5,0.8,92.4
O=C1NC(=Nc2ccccc2)SC1Cc1cccc(Cl)c1Cl (centres undefined),4.4,94.3,11.4,7.1,/,-46.9,-2.2,8.2,5.7*,100.1
Cc1c(NS(=O)(=O)c2cccc(C(=O)NCc3ccc(Cl)cc3)c2)c(=O)n(-c2ccccc2)n1C,2.2,86.2,11.3,-10.0,7.0,2.7,0.2,8.1,1.1,95.6
CCCOc1ccc(C2c3c(oc4ccccc4c3=O)C(=O)N2CCN(CC)CC)cc1OC (centres undefined),0.9,87.7,5.2,-15.7,/,3.8,1.5,2.0,-2.3,94.8
Cc1ccc(NC(=O)CN2CCC(C(=O)c3ccc4c(c3)OCCO4)CC2)cc1,10.0,89.7,5.0,-7.0,/,-48.1,-0.9,6.1,-4.5,81.2
COc1ccc(NC(=O)CSc2ccc3c4c(cccc24)C(=O)c2ccccc2-3)cc1,0.4,3.4*,7.7,-7.4,10.8,-45.0,/,0.9,-6.2,6.4
CCCCOC(=O)Nc1ccc(S(=O)(=O)Nc2ccc([N+](=O)[O-])cc2)cc1,1.2,93.3,2.7,2.8,-6.8,-20.9,-4.9,12.3,4.7*,92.5
CC1CCN(CCCn2c(=S)[nH]c3ccc(N4CCOCC4)cc3c2=O)CC1,0.8,101.2,5.8,-20.3,14.5,-7.1,/,3.6,-2.6,106.0
O=C(CNS(=O)(=O)c1ccccc1Br)OCC(=O)N1CCc2ccccc21,-0.7,105.7,1.6,-2.3,-10.7,-17.6,0.0,3.1,-1.0,96.6
O=C(NCc1ccco1)C(c1cccs1)N(C(=O)C1COc2ccccc2O1)c1cccc(O)c1 (centres undefined),4.2,87.2,2.2,0.0,-33.9,-41.8,-0.3,6.0,0.3,96.7
Cc1ccc(Sc2nc(-c3ccccc3)ccc2C#N)cc1,2.9,90.4,-11.1,-2.9,-6.3,-43.3,-2.5,6.1,-5.0,87.3
COc1cccc(C2SCC(=O)N2c2cccc(C)c2)c1OC (centres undefined),0.2,85.6,1.9,5.5,14.0,-58.2,-7.3,8.1,-1.7,80.6
C[C@H](NC(=O)OC(C)(C)C)c1nnc(SCC(N)=O)o1,0.8,100.9,-5.9,19.6,14.5,-56.1,-1.1,2.5,0.6,95.8
# (next part)
SMILES,NPY-Y2 antag,HCT116 PTEN-null,GALR2 blocker,Yeast life ext,E-sel TNF inh,BB579 growth dn,Phagocyt inh,Measles CPE,MRP-1 activ,HCT116 bCat-KO
CCC(C)(C)n1nnnc1C(C(C)C)N1CCSCC1 (centres undefined),16.2,77.8,1.2,-4.8,-6.4,-39.6,0.2,4.3,0.3,69.7
CC1=C(C(=O)OC(C)C)C(C2CC=CCC2)NC(=O)N1 (centres undefined),2.5,89.1,4.1,-6.6,0.8,-29.6,-0.7,4.6,-1.5,97.9
Cn1cnnc1SCc1ccc(C#N)cc1Cl,4.1,92.7,1.4,-4.2,/,15.4,-1.7,14.0,-0.7,98.2
CC1CCN(C(=O)C2c3ccccc3C(=O)N3CCc4ccccc4C23)CC1 (centres undefined),17.0,81.9,7.0,-8.1,-8.3,-28.1,-0.8,15.4,-1.8,77.2
O=C(c1cccs1)N1CCN(CCCc2ccccc2)CC1,-0.1,98.7,7.5,14.0,28.1,-76.5,-0.6,4.9,-0.9,95.1
O=C(NCCC1=CCCCC1)c1ccc2c(c1)N(Cc1ccccc1)C(=O)CS2,14.6,54.6,0.5,-4.0,-7.7,4.8,0.5,4.7,-3.8,57.5
CCCCCn1c(N)c(-c2nc3ccccc3s2)c2c([N+](=O)[O-])nn(CC)c(=O)c21,2.5,60.3,4.1,-5.3,0.4,-53.4,-0.5,25.4,-1.5,63.9
Cc1ccc(-n2c(NN)nc3ccccc3c2=O)c(C)c1,0.8,102.6,2.8,-1.1,/,1.4,-4.1,22.1,0.0,97.3
CCOC(=O)c1ccc(N2C(=O)c3n[nH]c(C)c3C2c2ccccn2)cc1 (centres undefined),1.3,90.2,4.5,-3.6,/,-4.7,0.1,2.9,-2.8,104.9
CC(=O)c1c(C)oc2ccc(N(C(C)=O)S(=O)(=O)c3ccc(Cl)c([N+](=O)[O-])c3)cc12,9.5,43.4,8.5,-3.5,6.7,-31.1,-1.6,19.3,-5.2,31.6
Cc1ccc(C(c2nnnn2CCc2ccccc2)N2CCC(C)CC2)cc1 (centres undefined),10.0,55.0,3.7,/,2.6,-46.6,/,3.2,-2.2,62.1
COc1ccc(C(C)=O)cc1COC(=O)Cc1n[nH]c(=O)c2ccccc12,1.7,93.2,-2.2,-4.8,/,-9.5,-1.3,10.6,-0.5,94.8
OCc1ccccc1CNCc1ccccc1,1.7,87.0,-2.3,-23.4,/,5.0,-0.6,3.7,-2.6,94.5
Cc1[nH]nc(SCC(=O)NC(C)c2ccccc2)c1[N+](=O)[O-] (centres undefined),2.3,100.8,5.8,-1.8,-5.2,-26.1,-5.5,1.2,-0.7,94.1
O=C(OCC(=O)N1CCN(c2ccccc2)CC1)c1ccc2ncsc2c1,1.2,101.5,-6.3,-2.5,-14.6,-49.6,0.6,17.7,-0.4,87.5
CC1CN(C2CCN(C(=O)COc3ccc(Cl)cc3)CC2)CC(C)O1 (centres undefined),0.0,91.7,5.7,-5.9,-8.7,-20.7,-2.0,2.7,0.4,84.9
CCC(C)NS(=O)(=O)c1ccc(NC(=O)c2ccc([N+](=O)[O-])cc2Cl)cc1 (centres undefined),-2.5,73.5,3.7,2.2,-40.7,-19.8,-1.6,11.7,-2.9,75.1
O=C(N[C@@H](Cc1ccccc1)c1nc2ccccc2[nH]1)c1cc([N+](=O)[O-])ccc1Cl,1.4,75.0,2.3,9.7,/,-31.7,-3.6,7.9,-3.9,81.2
COc1ccc(C(=O)NNC(=O)CCC(=O)Nc2cc(C)on2)cc1,1.8,94.1,4.8,-2.3,/,9.4,-2.8,4.4,-0.7,93.4
Cc1ccc(C)c(-n2nnnc2Sc2nc([N+](=O)[O-])nn2C)c1,-1.6,83.1,-2.3,5.2,9.3,3.9,-1.6,4.5,-2.6,71.3
CC(C)N(CC#CCC(O)(c1ccccc1)c1ccccc1)C(C)C,7.0,97.7,10.8,0.8,/,-31.6,-4.3,6.3,-2.2,89.0
CCNc1nc(NCC)n2c(SC(C(=O)Nc3cc(C)ccc3OC)c3ccccc3)nnc2n1 (centres undefined),5.0,63.0,8.0,-5.2,/,-33.0,-12.5,8.0,-2.9,65.3
CC1(C)Cc2c(c(-c3ccco3)nc3sc4c(NCC5CCCO5)ncnc4c23)CO1 (centres undefined),7.8,72.8,0.0,0.6,/,-22.7,/,12.3,-1.2,80.5
O=C(NC1CCCCC1)c1ccc(S(=O)(=O)N2CCCC2)cc1,-1.2,87.5,15.0,/,22.3,2.5,/,2.9,0.3,91.0
Cn1ccs/c1=N\S(=O)(=O)c1ccc(C(C)(C)C)cc1,-3.0,100.6,-14.8,-6.2,6.2,-4.0,/,3.5,-2.4,93.0
# Additional results.
SMILES,NPY-Y2 antag,HCT116 PTEN-null,GALR2 blocker,Yeast life ext,E-sel TNF inh,BB579 growth dn,Phagocyt inh,Measles CPE,MRP-1 activ,HCT116 bCat-KO
Cc1ccc(-c2[nH]ncc2/C=N/n2c(COc3ccccc3C)nc3ccccc3c2=O)cc1,-0.7,10.1,5.8,-3.9,-4.0,-37.3,-4.1,7.0,-4.7,16.2
Cn1c(=O)c2c(ncn2CC(=O)Nc2ccccc2Sc2ccccc2)n(C)c1=O,1.6,97.2,-2.1,-6.4,-23.9,-7.7,-1.5,3.4,-2.5,89.2
COCCNC(=O)COc1ccc(Oc2ccccc2)cc1,1.7,90.6,3.5,-19.3,-1.8,-13.8,/,8.0,-0.5,94.8
COc1cccc2c1OCC/C2=N\NC(=O)COc1ccc(C)cc1,7.3,93.8,-1.3,0.6,-1.6,-28.4,-3.3,6.9,-1.1,93.3
CCN1CCCC(NC(=O)c2cc([N+](=O)[O-])ccc2OC)C1 (centres undefined),1.5,97.5,1.1,2.9,17.5,8.4,-0.1,1.1,1.6,96.1
Cc1cccc2[nH]c3c(=O)n(CCN4CCNCC4)cnc3c12,6.9,69.9,10.3,-20.4,-11.1,-33.1,-0.3,20.0,-4.5,64.6
O=C(CSc1ccc2ccccc2c1)Nc1ccc(S(=O)(=O)Nc2nccs2)cc1,3.2,94.8,4.8,0.1,-6.3,-49.4,-4.4,25.9,-2.0,89.3
CCOc1cc(C(=O)NC(C)COC)cc(OCC)c1OCC (centres undefined),-3.4,97.1,0.4,-6.1,4.0,-25.7,-1.0,5.1,-1.5,95.3

# High-throughput results (PubChem)

# This is a random part of the collection; overall some 6.1% were active at least once.
